TCR act: activators of T cell receptors. primary human leukocytes, anti-CD3, IL-2 HTRF, 48 h. Potency, µM (titrated, usually from 9.22 µM), for the others: top-dose activation of IL-2 secretion, hits mostly activators. 330,000 tested, under 10 active; further: % of control where 0% means no effect
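Compounds are tested in HTS on primary human leukocytes co-incubated with a-CD3 beads for 48 hr. IL-2 output is measured by time-resolved FRET.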
TRPV1 ag: agonists of human vanilloid receptor 1 (TRPV1). Q8NER1. TRPV1-expressing cells, Fluo-8 calcium influx, agonist mode. activation, % at 8.33 µM. actives 0.19% (n = 320,000). AID 540275; in the data active means activation above about 80%; inconclusive means between about 30% and that limit; further: 0% is about no effect
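Fluo-8 calcium influx in TRPV1-expressing cells, kinetic read (ex 480/em 520 nm). Compound added and read 3 min for agonist activity, followed by capsaicin at EC20 final and 2 min further read for enhancement.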
p53 reactivator: re-activators of mutant p53 | AID 504706 | Potency, µM (highest dose often 92.2 µM), inactives show at the top dose activity change, positive = activation, usual class: activators | H1299 p53-A138V BP100-luciferase reporter, luminescence, 24 h | actives 0.063% (n = 320,000); further: potency means the concentration at half of the fitted maximal effect; % of control where 0% means no effect; nearly all actives have a fitted effect of over 45% in size
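H1299 (p53-null), stable ts p53-A138V + BP100-Luc; 1000 cells/well, Opti-MEM/10% FBS; cpd 4 pt, 1:5; 24 h, 37 deg C, 5% CO2; detection reagent 10 min RT; luminescence.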
B2AR arrestin: recruits beta-arrestin to the human beta2-adrenergic receptor; P07550; Potency, µM (doses to about 46.1 µM), without a hit: at the top dose activation, usual class: activators; actives 0.02% (n = 330,000); beta-arrestin recruitment to beta2AR, cell-based reporter;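 further: potency means the concentration at half of the fitted maximal effect; 0% = DMSO controls and full agonism = EC100 isoproterenol or metaproterenol; nearly all actives have a fitted effect of over 65% in size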
Target sequence (P07550 whole entry, looked up): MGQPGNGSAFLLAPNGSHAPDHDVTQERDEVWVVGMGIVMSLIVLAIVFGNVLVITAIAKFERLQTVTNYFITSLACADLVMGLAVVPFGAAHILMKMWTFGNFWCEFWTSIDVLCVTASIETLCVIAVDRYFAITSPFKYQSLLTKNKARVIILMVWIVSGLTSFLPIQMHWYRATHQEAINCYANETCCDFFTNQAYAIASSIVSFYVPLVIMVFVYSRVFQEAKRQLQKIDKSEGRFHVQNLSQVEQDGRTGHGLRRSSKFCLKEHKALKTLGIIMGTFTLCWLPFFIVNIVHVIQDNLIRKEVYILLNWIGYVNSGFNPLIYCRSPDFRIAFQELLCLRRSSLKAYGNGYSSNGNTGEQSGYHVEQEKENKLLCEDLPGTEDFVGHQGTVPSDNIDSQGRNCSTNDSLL
ELG1 repair inh: inhibitors of ELG1-dependent DNA repair in HEK293T cells | AID 504467 | HEK293T ELG1-luciferase reporter, luminescence, 16 h; DNA damage induced by 5-fluorouridine | actives 2.3% (n = 330,000) | Potency, µM (highest dose often 46.1 µM), for inactives: top-dose activity change, negative = inhibition, hits mostly inhibitors; further: potency means the concentration at half of the fitted maximal effect; on the % scale 0 is the no-effect control and ±100 the full control effect; nearly all actives have a fitted effect of over 55% in size
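Cells (2,000 per well) received 5-fluorouridine plus test compound or DMSO and were incubated 16 hr at 37 °C, 5% CO2. Luciferase activity was read by luminescence 30 min after ONE-Glo addition; signal suppression marked inhibition of damage-induced ELG1 function.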
a7 integrin act: activators of alpha7 integrin expression for muscular dystrophy | Potency, µM (highest dose often 38.3 µM), for inactives: at the top dose activation, most hits filed as activators | alpha7betagal myoblasts, beta-gal FDG fluorescence, 48 h | actives 0.064% (n = 350,000) | AID 624291;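 further: potency means the concentration at half of the fitted maximal effect; 100% = response of the positive control SU9516; nearly all actives have a fitted effect of over 60% in size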
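Alpha7betagal+/- myoblasts (passage 13) were plated 16-24 hr, then exposed to compounds (1:260 dilution of DMSO stock) for 48 hours at 37C. After MPER lysis, β-galactosidase reporter activity was read as FDG fluorescence (ex 480/em 540) after 30 minutes.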
PTAP TSG101 blk: blocks PTAP/TSG101 interaction to inhibit HIV-1 budding; Q99816; Potency, µM (top dose mostly 115 µM), for the others: top-dose activity change, negative = inhibition, usual class: inhibitors; 340,000 tested, under 10 active; Fluorescence polarization, FITC-PTAP peptide / Tsg101 binding; active means well fitted inhibition curve with a large enough effect in the main read-out, with a control signal flat, not every such curve was filed as active; inconclusive means small, poorly fitted or top-dose-only effect, or effect the other way, or a change in a side signal; inactive means no such curve, though single readings can be large or run the other way; further: potency means the concentration at half of the fitted maximal effect; % of control where 0% means no effect
Target sequence (Q99816 whole entry, looked up): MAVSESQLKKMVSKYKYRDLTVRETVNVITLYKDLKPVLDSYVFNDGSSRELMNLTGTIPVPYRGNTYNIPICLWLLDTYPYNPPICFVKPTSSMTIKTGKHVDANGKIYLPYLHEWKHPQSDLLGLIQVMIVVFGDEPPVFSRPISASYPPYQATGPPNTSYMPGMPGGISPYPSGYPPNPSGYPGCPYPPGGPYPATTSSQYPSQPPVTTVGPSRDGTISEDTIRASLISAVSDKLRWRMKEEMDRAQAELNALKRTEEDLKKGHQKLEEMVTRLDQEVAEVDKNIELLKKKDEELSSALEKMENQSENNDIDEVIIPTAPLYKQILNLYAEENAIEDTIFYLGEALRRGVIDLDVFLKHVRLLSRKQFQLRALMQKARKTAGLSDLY
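Tsg101 binding domain (10 uM final) was mixed with compound and a FITC-labeled PTAP peptide (50 nM final) in HEPES pH 7.5 buffer with NaCl, Tween 20, EDTA and TCEP; fluorescence polarization was read after 20 min at r.t.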
CXXC DNA block: inhibitors of human MLL CXXC domain-DNA interaction; Q03164; MLL-CXXC / FITC-HOXA9 DNA fluorescence polarization; Potency, µM (top dose mostly 115 µM), for the others: at the top dose activity change, negative = inhibition, actives largely listed as inhibitors; actives 0.037% (n = 290,000); AID 2662; active means well fitted inhibition curve with a large enough effect in the polarisation, with a control signal flat, not every such curve was filed as active; inconclusive means small, poorly fitted or top-dose-only effect, or effect the other way, or a change in a side signal; inactive means no such curve, though single readings can be large or run the other way; the % refers to the polarisation; further: potency means the concentration at half of the fitted maximal effect
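Purified MLL-CXXC (added from a 7 uM solution) was preincubated 5 min at ambient with pinned compounds in 50 mM Tris-HCl pH 7.5, 50 mM NaCl, 1 mM DTT, 0.05% BSA. Fluorescein-labeled HOX-A9 DNA (50 nM solution) followed, 30 min, then polarization read.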
BRCA1 expr up: increases BRCA1 expression; Potency, µM (titrated, usually from 46.1 µM), for inactives: at the top dose activation, actives largely listed as activators; actives 1.1% (n = 380,000); MCF7-BRCA1-FFLuc reporter, luminescence, 48 h; response scale: scaled: vehicle 0%, 10 µM genistein 100%; further: potency means the concentration at half of the fitted maximal effect; nearly all actives have a fitted effect of over 80% in size; some results filed as inactive show a strong effect at the top dose
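Using MCF7 cells harboring a BRCA1 firefly luciferase reporter, plated 2 h before compound pinning, the screen measured luminescence after 48 h incubation. Responses were normalized to DMSO and 10 microM genistein, then fitted for concentration-effect.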
A-T KAP1 phos: potential ataxia-telangiectasia treatment; […] A-T fibroblasts, KAP-1 phosphorylation AlphaLISA; neocarzinostatin DNA damage 30 min before lysis; actives 0.19% (n = 320,000); AID 485349; Potency, µM (top dose mostly 57.5 µM), for inactives: at the highest dose activation, hits mostly activators; further: potency means the concentration at half of the fitted maximal effect; % of control where 0% means no effect; nearly all actives have a fitted effect of over 45% in size
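hTERT-immortalized A-T patient fibroblasts ([…]), 500 cells/well in OPTI-MEM, 1% FBS, got compounds for 60 min, then NCS for 30 min at 37C. Lysates were then assayed for phospho-KAP-1 by AlphaLISA (anti-pKAP1 donor, anti-KAP1 acceptor beads), 6 hr at 25C.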
Numbers without * were called inactive; ? = inconclusive; / = no result given; [ ] = dose if it differs, or a comment. Unless noted, the call rests on the fitted dose curve; in most records, active means well fitted curve in the direction sought with a large enough effect; inconclusive means small, poorly fitted or top-dose-only effect, or another doubt; inactive means no such curve, though single readings can be large; an effect the other way counts as inactive or inconclusive. Outcome played no part in choosing rows. About 3.8% of those tested had a hit in this group.

SMILES | TCR act | TRPV1 ag | p53 reactivator | B2AR arrestin | ELG1 repair inh | a7 integrin act | PTAP TSG101 blk | CXXC DNA block | BRCA1 expr up | A-T KAP1 phos
CC(C)(C)n1nc2c(c1NC(=O)c1ccc(Br)o1)CS(=O)C2 (stereo unspecified) | 0% | -3 | 2% | -0.4% | 0% | -10% | -2% | 8% | -11% | -4%
COc1cc(-c2nnc(SCc3c(F)cccc3Cl)o2)cc(OC)c1OC | 3% | 28 | -17% | 0.4% | ? | 14% | -5% | -7% | -1% | 7%
CC1C/C(=N\NC(=S)NC(C)C)CC(C)(C)C1 (stereo unspecified) | 3% | 19 | 6% | 3.9% | ? | -7% | -4% | -2% | 0% | 0%
COc1ccccc1CNC(=O)C(C)Sc1ccc(C)cc1 (stereo unspecified) | -3% | 11 | -3% | 0.3% | 6% | 12% | -1% | 6% | 39% | 1%[11.5 µM]
CCOC(=O)c1ccccc1NC(=O)c1c(F)c(F)c(F)c(F)c1F | -1% | 30 | 10% | -0.2% | 7% | -38% | -5% | 8% | -1% | -8%
CC(=O)Nc1ccc(N2CCN(C(C)=O)CC2)cc1 | -4% | -1 | 24% | -0.2% | 22% | -10% | -6% | -13% | -3% | 1%
CC(C)CNC(=O)COC(=O)c1c2c(nc3ccccc13)CCC2 | -2% | 3 | -2% | -0.9% | -18% | -7% | -3% | -1% | -1% | -2%
CCOC(=O)c1ccc(NC(=O)CSc2ccc(-c3ccncc3)nn2)cc1 | -5% | -1 | 0% | 0.2% | 4% | 1% | -2% | 12% | 6% | 1%
O=C(CC12CC3CC(CC(C3)C1)C2)N/N=C\c1ccc[nH]1 | 4% | ? | -5% | -0.1% | 20% | -16% | -2% | 3% | -9% | -3%
CC1CCC2(CC1)NC(=O)N(CC(=O)NCCc1ccccc1)C2=O (stereo unspecified) | 6% | / | 1% | -0.6% | 0% | 3% | -3% | / | -4% | 1%
CCOC(=O)c1cnc2ccc(C)cc2c1Nc1ccc(N2CCOCC2)cc1 | 0% | ? | -21% | 0.5% | ? | 0% | -4% | -4% | -66% | -5%
COc1ccccc1NS(=O)(=O)c1cccc(C(=O)N/N=C/c2ccc(N3CCOCC3)cc2)c1 | -4%[46.1 µM] | 0 | 1% | 0.2% | -5% | 29% | 0% | -1% | -5% | -1%
Cc1ncsc1C(=O)NCc1ccc(N2CCCC2=O)cc1 | / | 1 | -6% | 0.3% | ? | 21% | / | -4% | -42% | 14%
COc1ccc(N2CCN(C(=O)CSc3nnc(-c4ccco4)n3C)CC2)cc1 | / | 1 | 2% | -0.1% | -18% | 8% | -1% | -6% | 7% | 1%
CC(=Nc1ccccc1)C1=C(O)CC(C)(C)CC1=O | 2% | -4 | -4% | -0.3% | 19% | -23% | -2% | 7% | -4% | 0%
Cc1ccc(C(=O)NC(=S)NNS(=O)(=O)c2ccc(C)cc2)cc1 | 0%[46.1 µM] | -2 | -3% | 0.1% | 4% | -22% | 0% | 13% | 8% | 12%
O=c1[nH]c(C2CCCN(S(=O)(=O)c3cccc(Cl)c3)C2)nc2c1nnn2Cc1ccc2c(c1)OCCO2 (stereo unspecified) | 3% | -3 | -6% | -0.4% | -14% | ? | 2% | 30%[activator] | -63% | 2%
Cc1ccc(S(=O)(=O)NN2C(=O)/C(=C/c3ccc(F)cc3)SC2=S)cc1 | -2% | -2 | / | 0.0% | 19% | 14% | 0% | ? | -6% | -2%
O=C(Nc1ccccc1)Nc1nnc(CSCc2ccccc2Cl)s1 | -4%[46.1 µM] | 5 | 15% | 0.9% | ? | 24% | 0% | 2% | -46% | 2%
Cc1cccc(N(CC(=O)NC(C)(C)C)C(=O)CCC(=O)Nc2ccccn2)c1 | / | -1 | / | -1.2% | -2% | -24% | 0% | 17% | -10% | -8%
O=C(NCCc1ccccc1)c1ccc(NC(=O)C2CC2)cc1 | 3% | / | / | / | / | -4% | -3% | / | ? | /
O=[N+]([O-])c1cc(Cl)ccc1Sc1ccccn1 | 2% | 5 | 3% | -0.4% | 11% | ? | -2% | -16% | 8% | -11%
O=C(Nc1cccc2ncccc12)c1ccc(OCc2ccccc2)cc1 | 3% | 25 | 4% | -0.3% | ? | -11% | -4% | -2% | -22% | -1%
Cc1cc(C)nc(OC(C(=O)O)C(OCCc2ccccc2)(c2ccccc2)c2ccccc2)n1 (stereo unspecified) | -6% | 1 | / | 0.0% | -7% | 17% | -7% | -15% | -23% | 1%
O=C(N1CCCCC1)C1(c2ccccc2)CCCCC1 | -16% | 3 | -10% | -0.5% | 5% | 23% | 0% | 16% | -1% | 8%
COc1ccccc1N1C(=O)c2cccc3c(N(C)CCO)ccc(c23)C1=O | -10% | 12 | -8% | -0.4% | 1% | -24% | ? | ? | -18% | 2%
COC(=O)Sc1nnc(-c2ccc(Br)cc2)o1 | / | 0 | 12% | -0.2% | -1% | / | / | 10% | / | -3%
CCN(CC)c1ccc(NC(=O)Cn2ncc3c(C)n(Cc4ccccc4F)c(C)c3c2=O)c(C)c1 | -3%[46.1 µM] | 0 | 5% | -0.1% | 1% | -21% | 0% | 12% | 11% | -2%
Cc1ccc(-n2ncc3c2CC(C)(C)CC3NC(=O)CCc2c(C)noc2C)cc1 (stereo unspecified) | -2% | 12 | 0% | 0.2% | 0% | -17% | / | -7% | -27% | 14%
CNc1oc(-c2ccccc2Cl)nc1P(=O)(c1ccccc1)c1ccccc1 | 3% | 27 | -4% | -0.8% | 20% | 8% | -1% | 6% | -41% | 13%
CC(NC(=O)Cc1ccc(F)cc1)c1ccc(F)cc1 (stereo unspecified) | 0%[46.1 µM] | ? | -1% | 0.4% | -4% | -7% | 0% | 4% | 17% | 0%
CCOc1ccc(C(=O)Nc2cc(C)ccn2)cc1 | 0% | ? | -1% | -0.2% | ? | -14% | 0% | 3% | -36% | -3%
Cn1c(Cn2c(=O)sc3ccccc32)nnc1SCC(=O)NCc1ccccc1 | -12%[46.1 µM] | 1 | 6% | -0.8% | 7% | ? | -6% | 0% | 0% | 3%
CC(=O)N1CCN(C(=O)c2ccc(-c3cccc(C(F)(F)F)c3)o2)CC1 | 8% | 29 | -4% | 0.0% | 4% | 7% | 0% | / | -7% | 3%
CN(Cc1c(C(=O)N/N=C/c2cccc(O)c2)nnn1-c1nonc1N)c1ccccc1 | -3% | -3 | -7% | 0.8% | -29% | 20% | -6% | 18% | -6% | -4%
O=C(CN1CCC(O)(c2ccc3c(c2)OCO3)CC1)NC1CCCCC1 | 0% | 1 | 14% | 0.1% | ? | 22% | -4% | -3% | 0% | 0%
COc1cccc(Cc2n[nH]c(=S)n2Cc2ccco2)c1 | -4% | -1 | 0% | 0.0% | 0% | 1% | -3% | 12% | -17% | 19%
Cc1cccc(C)c1-n1ncc(C(=O)NC2CCCC2)c1C1CCNCC1 | 4% | -1 | -7% | 0.0% | -2% | -29% | -4% | -8% | 5% | 3%
O=S(=O)(c1ccccc1F)N1CCN(Cc2cc3c(cc2O)OCO3)CC1 | -13% | 4 | 17% | -0.1% | -6% | -16% | -2% | / | -7% | -6%
CC12CCC(=O)N1C(C(=O)Nc1cc(Cl)ccc1N1CCOCC1)CS2 (stereo unspecified) | 5% | 21 | -18% | -0.8% | 3% | -3% | -3% | 15% | -17% | 5%
Cc1ccc(-c2nc(NC(=O)c3ccc(S(=O)(=O)N(CCC#N)CCC#N)cc3)sc2-c2ccccc2)cc1 | 3%[46.1 µM] | -1 | 1% | -0.3% | 28% | -18% | -4% | 8% | -19% | -4%
CCOC(=O)c1c(C)[nH]c(C(=O)COC(=O)c2cn(CC)c3nc(C)ccc3c2=O)c1C | / | -1 | 15% | 0.1% | -1% | / | / | 0% | / | -7%
COc1ccccc1N(CC(=O)NCCc1ccccc1)S(C)(=O)=O | 5% | 4 | -16% | -0.6% | 27% | 2% | -9% | 0% | 10% | 7%
COC(=O)NC(=S)Nc1ccc(Oc2ccc(Cl)cc2Cl)c(Cl)c1 | -6%[46.1 µM] | 2 | 17% | -0.8% | -26% | -18% | -3% | 4% | -65% | 4%
COC(=O)c1ccccc1NC(=O)Cn1c(=O)n(CCC(=O)NC2CCN(Cc3ccccc3)CC2)c(=O)c2ccccc21 | 2% | 7 | -7% | -0.4% | 5% | -21% | -6% | -3% | -18% | -7%
O=C(NCc1ccccc1Cl)c1ccc2c(c1)OCO2 | 5% | ? | 1% | -1.0% | 18% | -29% | -3% | -3% | 55% | 4%
CC1CCCCC12NC(=O)N(CC(=O)NCCc1ccccn1)C2=O (stereo unspecified) | -4% | 2 | -5% | 0.0% | 6% | 20% | -4% | -3% | 17% | -4%
Nc1ccccc1SCc1csc(-c2ccc(Cl)cc2)n1 | 4% | 7 | 15% | -0.3% | ? | 0% | -3% | 8% | 34% | 8%

Assay outcomes from PubChem BioAssay.
